Screening data: PubChem BioAssay, several laboratories
GalR3 antag: GalR3 antagonists in HEK293 cells, primary screen, cell-based, fluorescence readout | Galanin receptor type 3 (Homo sapiens), O60755 | inhibition, % at 3 µM | 360,000 compounds, 0.44% hits | HEK293 GalR3-CNG cAMP membrane potential fluorescence; galR3 body fused to GalR1 C-terminus;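 active = inhibition above the screen-wide average plus 3 SD, cut at about 13% in these data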;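 also: forskolin and galanin both at EC90 stimulate the cells; cAMP rise reported by CNG channel membrane potential dye signal; 0% = forskolin plus galanin with DMSO and 100% = forskolin alone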
Target sequence (O60755 1-299 limits assumed): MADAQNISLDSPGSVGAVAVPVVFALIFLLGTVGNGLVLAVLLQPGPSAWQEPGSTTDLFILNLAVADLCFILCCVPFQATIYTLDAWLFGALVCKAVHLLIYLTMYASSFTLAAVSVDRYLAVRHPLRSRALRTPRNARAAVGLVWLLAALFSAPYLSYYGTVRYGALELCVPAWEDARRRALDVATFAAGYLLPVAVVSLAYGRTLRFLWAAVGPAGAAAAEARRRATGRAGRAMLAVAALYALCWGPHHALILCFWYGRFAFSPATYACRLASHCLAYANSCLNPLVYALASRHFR
V1aR counter: agonists of human V1a receptor, primary screen, counter-screen for OXTR agonist project, fluorescence, CHO-V1R cells. 320,000 compounds, 0.25% hits. Fluo-8 calcium fluorescence, agonist mode; 0% DMSO, 100% 3 nM vasopressin. Vasopressin V1a receptor (Homo sapiens), P37288. activation, % at 3 µM;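 active = activation above the mean activation of all tested compounds plus 3 SD, per screening run, cut at about 20% in these data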;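 also: signal is peak over basal fluorescence ratio across a 100 second FLIPR read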
OXTR agonist: human OXTR agonists, primary screen, fluorescence, CHO-OTR cells, Fluo-8 calcium | Oxytocin receptor (Homo sapiens), P30559 | Fluo-8 calcium fluorescence; normalized: DMSO 0%, oxytocin 100% | activation, % at 3 µM | 320,000 compounds, 0.32% hits;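 active = activation above the mean of all tested compounds plus 3 SD, cutoff set per screening run, cut at about 20% in these data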;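 also: peak over basal fluorescence ratio from a 100 s FLIPR kinetic read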
Target sequence (P30559 whole entry, looked up): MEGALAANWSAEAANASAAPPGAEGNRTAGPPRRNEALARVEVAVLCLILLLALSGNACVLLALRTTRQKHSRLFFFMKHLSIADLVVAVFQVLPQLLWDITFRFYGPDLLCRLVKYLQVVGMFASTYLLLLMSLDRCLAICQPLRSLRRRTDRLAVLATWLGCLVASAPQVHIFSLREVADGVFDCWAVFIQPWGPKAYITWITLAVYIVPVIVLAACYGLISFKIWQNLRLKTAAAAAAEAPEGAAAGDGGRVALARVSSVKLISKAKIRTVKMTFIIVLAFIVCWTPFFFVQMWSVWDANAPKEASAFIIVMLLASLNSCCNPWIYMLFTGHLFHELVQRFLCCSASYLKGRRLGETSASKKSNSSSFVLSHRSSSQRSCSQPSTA
GPR7 antagonist: GPR7 receptor antagonists, primary screen, cell-based, fluorescence, single concentration; 290,000 compounds, 1.1% hits; inhibition, % at 4.4 µM; GPR7-expressing cells, fluorescence antagonist assay; Neuropeptides B/W receptor type 1 (Homo sapiens), P48145; in the data active = inhibition above about 16%, passing the limit was not always enough;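 also: cells stimulated with the agonist NPW; 0% = agonist with vehicle and 100% = vehicle without agonist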
PHOSPHO1 inh: PubChem AID 1565; inhibition, % at 13.3 µM; recombinant PHOSPHO1, absorbance phosphatase assay; 290,000 compounds, 1.1% hits; in the data active = inhibition above about 60%
Target sequence (Q8TCT1 whole entry, looked up): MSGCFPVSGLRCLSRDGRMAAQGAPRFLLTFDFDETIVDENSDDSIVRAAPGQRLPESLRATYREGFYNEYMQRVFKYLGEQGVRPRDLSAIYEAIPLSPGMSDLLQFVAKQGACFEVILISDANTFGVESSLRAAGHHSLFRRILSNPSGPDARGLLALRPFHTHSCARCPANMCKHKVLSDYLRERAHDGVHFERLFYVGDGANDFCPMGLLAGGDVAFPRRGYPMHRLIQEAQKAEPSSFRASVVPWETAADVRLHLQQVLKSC
MEKK2 WT-MEK5: modulators of MEK5 binding to wildtype MEKK2, primary screen, biochemical, multiplex bead flow cytometry, Alexa488-MEK5 | Mitogen-activated protein kinase kinase kinase 2 (Homo sapiens), Q9Y2U5 | Alexa488-MEK5 binding to MEKK2 WT; actives lie on both sides | binding response (% of control), % at 10 µM | 290,000 compounds, 1.1% hits | AID 1531, 2009; in the data active = binding response below about 67% or above about 130%
MEKK2mut PB1 HTS: MEK5 binding signal on mutant MEKK2 PB1, primary screen, biochemical, multiplex bead flow cytometry, Alexa488-MEK5. AID 1530, 2009. 290,000 compounds, 0.35% hits. percent response, % at 10 µM. Alexa488-MEK5 binding to MEKK2 mutant; in the data active = percent response above about 24%, passing the limit was not always enough; also: inactives centre near 1; some results filed as inactive read as strong as hits; reference of the scale not given here
MEKK3 PB1 HTS: modulators of MEKK3-MEK5 PB1 binding, primary screen, biochemical, wildtype MEKK3, multiplex bead flow cytometry, Alexa488-MEK5; binding response (% of control), % at 10 µM; bead-based flow cytometry, Alexa488-MEK5 binding to MEKK3; actives lie on both sides; 0 = blocked by unlabeled MEK5, 100 = vehicle; 290,000 compounds, 1.4% hits; AID 1529, 2009;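 active = binding response more than 3 SD above or below the average of its plate-row segment, actives on both sides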;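 also: Alexa488 bead fluorescence after subtracting the streptavidin-only scavenger bead signal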
NALP1 yeast inh: NALP1 inflammasome inhibitors in reconstituted yeast, colorimetric, S. cerevisiae, triplicate retest; S. cerevisiae NALP1/ASC/caspase-1 growth, X-gal OD620, 72 h; 280,000 compounds, 0.61% hits; inhibition, % at 10 µM; in the data active = inhibition mostly above about 24%, no sharp cut-off; inactive = mostly below about 32%; also: some compounds called inactive have numbers as strong as hits
* hit, by the source's call; . = no result given; [ ] = another dose, or the depositor's remark.

Values in the order – GalR3 antag	V1aR counter	OXTR agonist	GPR7 antagonist	PHOSPHO1 inh	MEKK2 WT-MEK5	MEKK2mut PB1 HTS	MEKK3 PB1 HTS	NALP1 yeast inh
#1 O=C(NCc1ccc2c(c1)OCO2)C1CC(c2cccc(Br)c2)=NO1 (configuration not stated)
 : -7	5.0	4.7	2	2	111	3	106	24
#2 O=C(O)CCN1c2cccc3cccc(c23)S1(=O)=O
 : -8	0.4	1.3	-12	19	96	-2	98	2
#3 O=C(CN(Cc1ccc(Cl)cc1)S(=O)(=O)c1ccccc1)NCC1CCCO1 (configuration not stated)
 : -3	2.9	-1.4	-9	31	106	3	102	10
#4 CS(=O)(=O)N(CC(=O)NCc1ccc2c(c1)OCO2)c1cccc(Cl)c1
 : -2	0.9	1.8	-8	43	97	-3	96	0
#5 Cc1nn(-c2ccccc2)c(C)c1C(=O)NCCc1ccccc1
 : -7	-0.1	-0.7	-3	37	105	-1	102	10
#6 COc1ccc(OC)c(NC(=O)C2COc3ccccc3O2)c1 (configuration not stated)
 : -1	-1.3	-2.8	-9	-6	103	3	104	-16
#7 COc1cc(/C=C(\C#N)c2ccccn2)ccc1OCC(=O)Nc1cccc(C(F)(F)F)c1
 : 8	-0.4	0.6	-10	-4	100	0	98	9
#8 C=CCSc1n[nH]c(-c2ccc(OCCCC)cc2)n1
 : -8	-1.0	-1.0	2	2	99	-2	97	10
#9 O=C(O)C1(c2ccccc2)CCN(S(=O)(=O)c2ccc(Br)cc2)CC1
 : -4	0.9	0.1	0	8	107	2	106	50
#10 Cn1c(Cn2c(=O)sc3ccccc32)nnc1SCC(=O)Nc1ccccc1
 : 1	0.1	1.3	-8	0	102	3	101	-12
#11 COCC(=O)N1CCC(Oc2ccc(C(=O)NCc3cc(C)no3)cc2)CC1
 : 1	0.6	0.0	-7	29	97	0	93	4
#12 CCOc1ccc(C(=O)C(CCC(CN(C)C)C(=O)c2ccc(OCC)cc2)CN(C)C)cc1 (configuration not stated)
 : 10	.	.	19	-15	115	23	101	48*
#13 CCOc1ccc(-c2nn(-c3ccccc3)cc2/C=C2\SC(=S)N(Cc3ccco3)C2=O)cc1
 : 0	-1.3	-0.6	-8	4	101	11	100	35
#14 C/C(=N\NC(N)=S)c1ccc(Cl)s1
 : 0	-0.5	-0.4	-1	4	94	-2	96	34
#15 Nc1nc(Nc2cccc(Cl)c2)nc(NCCO)c1[N+](=O)[O-]
 : -5	-1.5	-2.8	-20	13	94	-3	100	.
#16 O=C(Oc1cccnc1)c1ccc([N+](=O)[O-])cc1Cl
 : 1	0.4	1.1	5	-7	95	-7	96	-9
#17 Cc1noc(C)c1CSc1nnc2scc(-c3ccc(Cl)cc3)n12
 : -8	-0.3	-0.8	5	-50	92	-1	88	12
#18 COC(=O)C1=CN(c2ccc(OC)cc2)C=C(C(=O)OC)C1c1cccc(F)c1
 : -3	0.7	-1.8	-9	30	110	4	113	12
#19 COc1ccc2c(c1OC)C(=O)N1c3ccccc3SC21 (configuration not stated)
 : -2	-0.5	-2.5	-1	14	98	-2	101	9
#20 CCC(C)(C)NC(=O)C(c1ccc(C)cc1)N(Cc1cccs1)C(=O)c1ccc2c(c1)OCCO2 (configuration not stated)
 : -4	-0.1	-0.3	10	19	.	.	.	1
#21 COc1cc(C)c(/C=C(\C#N)C(=O)Nc2cccc(C)c2)cc1C(C)C
 : 1	0.0	-0.6	-10	-19	107	0	116	13
#22 CCN(CC(=O)NCc1cccs1)S(=O)(=O)c1ccc(C(C)C)cc1
 : 2	1.3	-1.7	10	6	98	-11	99	8
#23 O=C(COc1ccc(Cl)cc1Cl)NCCSc1ccc(Cl)cc1
 : -1	1.9	-0.3	-5	-4	113	15	114	7
#24 COc1cccc2cc(C(=O)C3=C(O)C(=O)N(CCN4CCOCC4)C3c3cccs3)oc12 (configuration not stated)
 : 2	-0.5	-0.3	0	28	103	5	107	21
#25 COc1cccc(C(C(=O)Nc2ccc(F)cc2)N(C(=O)Cn2nnc3ccccc32)C2CC2)c1 (configuration not stated)
 : -10	0.3	1.1	-16	40	95	-1	100	9
#26 Cc1c(Cl)ccc(S(=O)(=O)NCCN2CCOCC2)c1Cl
 : -5	1.1	-1.0	6	.	102	1	103	-2
#27 O=c1cc(O)nc(-c2ccc(Cl)cc2)s1
 : -6	0.5	-0.1	0	15	90	-11	90	-7
#28 N#CC(C(=O)NC1CCCCC1)=C1CCCCCC1
 : 3	-0.4	-2.8	19	0	95	-4	95	17
#29 Nc1nc(Cl)cc(Sc2ccc(F)cc2)n1
 : 3	0.1	-0.3	-7	2	100	-5	102	41
#30 COc1ccc(/C=C(\NC(=O)c2ccc([N+](=O)[O-])cc2)C(=O)NCCCN2CCOCC2)cc1
 : -7	0.3	1.4	-19	6	111	6	107	15
#31 CC[C@@]12C(=O)N(c3cccc(F)c3)C(=O)N1[C@H](c1ccc(F)cc1)[C@@H]1C(=O)N(C3CCCCC3)C(=O)[C@@H]12
 : .	-1.0	-1.3	-5	4	98	-2	98	16
#32 O=C(NCC1COCCO1)c1ccc(OC2CCN(CCc3ccccc3)CC2)cc1 (configuration not stated)
 : -3	.	.	-9	.	104	3	100	15
#33 O=C(N/N=C\c1ccco1)c1cncc(Br)c1
 : -5	-0.5	-0.4	11	-22	95	-4	93	19
#34 CCCCc1nc(NCCNC(=O)c2ccccc2)c(C#N)c2c1CSC(C)(C)C2
 : -3	0.4	-1.2	-5	8	97	-6	85	9
#35 CSc1cccc(NS(=O)(=O)c2ccc3c(c2)NC(=O)C(C)C(=O)N3)c1 (configuration not stated)
 : .	0.7	0.0	5	23	100	-3	101	-5
#36 COc1ccc(C(=O)N/C(=C/c2cccnc2)C(=O)Nc2cccc(C(C)=O)c2)cc1OC
 : -5	0.5	-0.5	-6	0	97	1	99	6
#37 COc1ccc(-c2nnc(N(C)C(=O)c3ccco3)s2)cc1OC
 : -8	0.6	0.7	-7	6	101	-5	100	2
#38 CSCc1cc(N(C)c2ccccc2)nc(-c2ccccn2)n1
 : -10	-0.1	-1.9	-3	20	101	0	100	-3
#39 Cc1cccc(N2CC(C(=O)Nc3nnc(SCc4ccccn4)s3)CC2=O)c1 (configuration not stated)
 : -4	0.0	0.3	-3	9	104	4	102	-12
#40 O=C(Nc1cccc(-c2cccc(F)c2)c1)C1CCN(C2CCOCC2)CC1
 : -7	1.2	4.2	4	29	116	1	99	16
#41 Cc1cc(NC(=O)CSc2nnc(-c3cccnc3)n2C2CCCCC2C)no1 (configuration not stated)
 : -2	3.1	0.6	-2	-95	102	8	105	15
#42 O=C(CCC(=O)N1CCOc2ccccc21)NCCN1CCOCC1
 : .	0.1	-0.2	-10	5	101	0	100	9
#43 CCOP(=O)(c1ccccc1)C(O)c1ccccc1 (configuration not stated)
 : 3	-0.1	-0.8	-7	9	98	-2	98	35
#44 CCCOc1ccc(-c2nc(N)n[nH]2)cc1
 : -4	-0.1	-1.1	-7	54	101	3	103	9
#45 CC(=O)Nc1c2c(nn1-c1ccccc1C)CS(=O)C2 (configuration not stated)
 : -5	1.0	-0.4	-9	11	100	-4	92	28
#46 CCOC(=O)C1=C(C)NC(=O)NC1c1ccc(OCC(=O)OC)c(OC)c1 (configuration not stated)
 : 0	0.0	0.6	-3	11	.	.	.	18
#47 CCCc1cc(=O)[nH]c(SCC(=O)NCCCC(=O)OCC)n1
 : -3	1.1	0.0	-12	7	104	2	104	9
#48 CC(=O)Nc1ccc(/C=C(\C#N)C(=O)NC2CCCCC2C)cc1 (configuration not stated)
 : -3	2.3	-0.6	20*	11	100	0	99	6
#49 CCOc1cc(/C=N/NC(=O)C(C)Sc2ccccn2)ccc1O (configuration not stated)
 : -1	0.7	-0.7	-15	9	99	-7	96	1
#50 Cc1ccc(NC(=O)C2CCCN(S(=O)(=O)c3cccc4cccnc34)C2)cc1 (configuration not stated)
 : 2	6.7	2.6	6	28	97	0	99	4
#51 O=C(NNc1ccc(Cl)nn1)c1ccc(Cl)cc1
 : -4	0.7	0.2	-2	-8	97	0	94	22
#52 COCCCN1C(=O)C2C(C(=O)Nc3cccc(Cl)c3)C3C=CC2(O3)C1C(=O)NC1CCCCC1 (configuration not stated)
 : .	0.9	0.3	-15	31	98	-3	103	14
#53 COC(=O)c1sccc1NC(=O)CC1C(=O)NCCN1C(=O)c1ccc(C)c(C)c1 (configuration not stated)
 : -2	0.8	-0.1	-9	16	97	-2	101	4
#54 COc1cc2c(=O)n(CC3CCCO3)c(=O)n(CC(=O)Nc3cccc(Cl)c3)c2cc1OC (configuration not stated)
 : 0	2.5	-1.6	-11	-3	96	11	100	2
#55 Cc1oc2cc3oc(=O)c(CCC(=O)N[C@H](C(=O)O)C(C)C)c(C)c3cc2c1C
 : -9	1.8	-0.1	0	19	105	3	111	27
#56 CN1CCOCCOCCN(C)C(=O)N2CCOCCOCCN(CCOCC2)C1=O
 : -4	-0.5	0.5	2	19	99	2	100	13
#57 Cc1occc1C(=O)NCc1ccc(C(=O)O)o1
 : -3	1.2	0.6	7	15	94	-4	89	19
#58 COc1cc(Cl)ccc1NC(=O)COc1ccccc1C(=O)N1CCN(c2ccc(O)cc2)CC1
 : -2	7.2	4.1	7	18	.	.	.	-4
#59 COc1ccc(CCNCc2c(OC)ccc3ccccc23)cc1OC
 : -9	6.3	6.5	4	24	111	8	103	20
#60 O=C(COC(=O)CCC(=O)c1ccc(F)cc1)NCc1ccco1
 : -3	-0.6	-0.6	-8	-7	87	-8	74*[inhibitor]	19

(continued)
Values in the order – GalR3 antag	V1aR counter	OXTR agonist	GPR7 antagonist	PHOSPHO1 inh	MEKK2 WT-MEK5	MEKK2mut PB1 HTS	MEKK3 PB1 HTS	NALP1 yeast inh
#61 Fc1cccc(Cl)c1Cn1nnc2c(NCc3ccncc3)ncnc21
 : 8	4.3	4.2	-3	-13	82	63*	104	10
#62 O=C(CSc1nc2ccc([N+](=O)[O-])cc2s1)NC1CCS(=O)(=O)C1 (configuration not stated)
 : 1	2.6	-0.3	0	-4	87	-17	91	13
#63 COc1cccc(NC(=O)Nc2ccc3nsnc3c2)c1
 : -4	10	17	7	-10	106	3	106	34
#64 CC(C)c1nc(SCC(=O)Nc2ccc(C(=O)O)cc2)c2c3c(sc2n1)CCCC3
 : -8	1.3	2.7	-4	28	100	2	98	3
#65 CCNC(=O)COC(=O)/C=C/c1cccc(F)c1
 : -4	1.2	1.9	-6	32	88	-5	83	-11
#66 O=[N+]([O-])c1cc(/C=N\O)ccc1Oc1ccc(F)cc1
 : -4	-0.9	-2.3	16*	-1	72	-27	71	10
#67 COCCn1c(SCC(=O)NC2CCCC2)nc2cccnc21
 : -6	0.0	-0.2	-5	2	111	6	105	1
#68 CC1Sc2ccc(S(=O)(=O)N3CCN(c4ccccc4)CC3)cc2NC1=O (configuration not stated)
 : -9	7.8	3.5	39*	17	92	-8	94	8

An excerpt from above, showing only MEKK3 PB1 HTS, V1aR counter and MEKK2 WT-MEK5:
nr | Compound | MEKK3 PB1 HTS | V1aR counter | MEKK2 WT-MEK5
66 | O=[N+]([O-])c1cc(/C=N\O)ccc1Oc1ccc(F)cc1 | 71 | -0.9 | 72
67 | COCCn1c(SCC(=O)NC2CCCC2)nc2cccnc21 | 105 | 0.0 | 111
68 | CC1Sc2ccc(S(=O)(=O)N3CCN(c4ccccc4)CC3)cc2NC1=O (configuration not stated) | 94 | 7.8 | 92
